# PAD4 FP inh – inhibitors of human PAD4; Q9UM07; recombinant PAD4, RCA probe fluorescence polarization; inhibition, % at 6.36 µM; hit rate 0.41% among 330,000; AID 485272;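 active = percent inhibition above a cutoff equal to the mean of all tested compounds plus 3 SD, cut at about 15% in these data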;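 note: 0% = PAD4 with RCA probe and DMSO and 100% = probe without PAD4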
# Bcl-xL primary – blocks human Bcl-xL binding to Bim BH3 peptide; GST-Bcl-xL / FITC-Bim BH3 peptide fluorescence polarization; hit rate 0.7% among 320,000; inhibition, % at 10.9 µM; Q07817;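 active = inhibition above the mean of all tested compounds plus 3 SD, cutoff set per campaign, cut at about 30% in these data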;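 note: 0% = DMSO wells and 100% = unlabeled Bim-BH3 peptide competitor; inhibitors lower millipolarization by displacing the labeled peptide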
# Target sequence (Q07817 whole entry, looked up): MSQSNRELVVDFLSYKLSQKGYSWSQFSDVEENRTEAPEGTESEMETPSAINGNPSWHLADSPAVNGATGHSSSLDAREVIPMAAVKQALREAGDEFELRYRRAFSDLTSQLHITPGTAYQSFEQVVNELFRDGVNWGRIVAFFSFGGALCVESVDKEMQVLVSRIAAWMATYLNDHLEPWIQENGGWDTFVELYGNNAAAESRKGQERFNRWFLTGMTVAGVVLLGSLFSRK
# MCL1-BIM inh – MCL1-BIM-BH3 interaction inhibition (human); GST-MCL1 / FITC-Bim-BH3 fluorescence polarization; inhibition, % at 10.9 µM; hit rate 0.68% among 320,000; AID 2057;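 active = inhibition above the mean inhibition of all tested compounds plus 3 SD, set per campaign, cut at about 40% in these data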;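 note: 0% = DMSO wells and 100% = unlabeled Bim-BH3 peptide control; higher means more loss of mP so more displacement of Bim peptide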
# Target sequence (Q07820 whole entry, looked up): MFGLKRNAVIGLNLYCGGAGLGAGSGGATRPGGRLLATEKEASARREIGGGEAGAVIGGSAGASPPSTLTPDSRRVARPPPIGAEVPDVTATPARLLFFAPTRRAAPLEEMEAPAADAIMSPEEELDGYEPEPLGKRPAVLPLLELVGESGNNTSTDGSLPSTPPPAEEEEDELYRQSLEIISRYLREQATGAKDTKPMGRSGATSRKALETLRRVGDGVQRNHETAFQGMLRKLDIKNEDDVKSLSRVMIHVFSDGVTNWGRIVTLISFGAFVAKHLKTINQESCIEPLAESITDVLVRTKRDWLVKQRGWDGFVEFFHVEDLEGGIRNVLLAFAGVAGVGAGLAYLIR
# MEX-5 binding – C. elegans MEX-5 TCR-2 RNA binding activity. MEX-5/FITC-TCR2 RNA binding, fluorescence polarization; stronger effect = lower value. Q9XUB2. activity score (negative = inhibition of binding), % at 10 µM. AID 1832. hit rate 0.38% among 300,000;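 active = inhibition past about -25% in most replicates, and total fluorescence under double the plate's negative control median, limit read from the data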;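 note: 0% = DMSO and -100% = 5 µM competing unlabeled TCR2 RNA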
# GSTO1 counter – GSTO1 inhibition, counter-screen for RBBP9 inhibitors; AID 1974; hit rate 1.1% among 300,000; inhibition, % at 5.96 µM; P78417; recombinant GSTO1, activity-based probe fluorescence polarization;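 active = inhibition above the campaign mean inhibition plus 3 SD, cut at about 35% in these data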;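 note: 0% = GSTO1-1 with DMSO and 100% = wells lacking GSTO1-1 enzyme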
# TPT1 inh – blocks Candida albicans tRNA 2'-phosphotransferase. hit rate 0.81% among 300,000. AID 1962. recombinant caTPT1, FP RNA substrate dephosphorylation. inhibition, % at 5 µM;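 active = inhibition above the mean of all tested compounds plus 3 SD, set per screening campaign, cut at about 24% in these data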;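 note: plate controls were DMSO alone for no effect and ferristatin control at 100 nM for full effect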
# PME-1 primary – blocks human protein phosphatase methylesterase 1 | Q9Y570 | recombinant PME-1, FP-Rh probe fluorescence polarization | inhibition, % at 5.9 µM | hit rate 0.53% among 320,000;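 active = inhibition above the campaign mean of all compounds plus 3 SD, cut at about 26% in these data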;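 note: competitive labeling of PME-1 active site by serine hydrolase directed probe; 0% = PME-1 with DMSO and 100% = wells lacking PME-1 enzyme; inhibitors block probe labeling so polarization falls and inhibition rises; many of its hits are not listed in these tables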
# Target sequence (Q9Y570 whole entry, looked up): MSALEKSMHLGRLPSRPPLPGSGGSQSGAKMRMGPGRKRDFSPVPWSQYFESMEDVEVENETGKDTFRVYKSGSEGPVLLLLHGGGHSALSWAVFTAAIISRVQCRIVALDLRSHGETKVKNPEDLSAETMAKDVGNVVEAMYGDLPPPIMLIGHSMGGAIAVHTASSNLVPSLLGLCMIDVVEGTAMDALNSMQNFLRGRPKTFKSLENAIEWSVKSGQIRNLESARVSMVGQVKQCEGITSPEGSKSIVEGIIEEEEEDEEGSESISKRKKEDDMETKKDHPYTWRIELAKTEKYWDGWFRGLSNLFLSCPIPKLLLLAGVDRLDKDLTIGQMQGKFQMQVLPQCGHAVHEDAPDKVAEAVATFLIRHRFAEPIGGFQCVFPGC
# GLD-1 TGE inh – GLD-1-TGE RNA interaction inhibition (C. elegans) | purified GLD-1 + fluorescein TGE RNA, fluorescence polarization | inhibition, % at 5.96 µM | hit rate 0.44% among 320,000 | AID 2280;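 active = percent inhibition above a per-plate cutoff, the plate mean of test compounds plus 3 SD, cut at about 30% in these data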;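 note: 0% = DMSO wells with GLD-1 and probe and 100% = wells lacking GLD-1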
# Fam108B counter – Fam108B inhibition, counter-screen for RBBP9 inhibitors; AID 1947; recombinant Fam108B, FP-Rh probe fluorescence polarization; inhibition, % at 9.51 µM; hit rate 0.33% among 300,000;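 active = inhibition above the screen mean inhibition plus 3 SD, computed separately per campaign, cut at about 18% in these data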;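 note: inhibitors lower polarization as less probe binds the enzyme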
# The depositor's hits bear a star; . = not tested or not shown.
SMILES,PAD4 FP inh,Bcl-xL primary,MCL1-BIM inh,MEX-5 binding,GSTO1 counter,TPT1 inh,PME-1 primary,GLD-1 TGE inh,Fam108B counter
O=C(CCN1C(=O)/C(=C/c2ccccc2Cl)SC1=S)N1CCOCC1,-5,3,4,0.1,10,-4,-3,3,5
CCOC(=O)CNC(=O)CNC(=O)c1ccc(OCC(C)C)cc1,-1,-21,-2,-0.4,5,-4,-2,10,4
CCCC1=C(C(=O)OCC)C(c2ccc(NC(C)=O)cc2)NC(=O)N1 (configuration not stated),-1,0,6,0.0,4,-1,-4,-1,0
c1ccc(-c2ccnc3ncnn23)nc1,-5,2,-1,0.9,2,0,-2,1,2
Cc1ccc(OC(C)C(=O)Nc2ccc(S(=O)(=O)Nc3cc(C)on3)cc2)cc1 (configuration not stated),0,8,14,-4.3,-1,-1,-2,7,6
Cc1ccc(Nc2nnc(SCC(=O)Nc3cccnc3Cl)s2)cc1C,-3,-1,-10,-1.7,-2,-1,4,2,0
CC(=O)N(c1ccc2oc(=O)sc2c1)S(=O)(=O)c1ccc(C)cc1,20*,13,21,0.3,31,-5,-5,0,0
O=C(COc1ccc(/C=C\[N+](=O)[O-])cc1)N1CCOCC1,-1,3,-1,0.3,7,-4,-1,3,1
CSc1sc(C(=O)O)c2c1C(=O)CC(C)(C)C2,4,16,-1,1.1,2,-1,0,3,3
N/C(CN1CCCC1=O)=N\O,-4,3,5,-0.2,-8,0,-6,4,-3
O=C(COc1ccccc1)Nc1cccc(-c2cn3cccnc3n2)c1,1,7,3,-2.4,-6,5,-2,1,3
COC(=O)c1ccc(C#Cc2ccccc2)o1,-2,3,4,-3.6,0,-6,4,0,2
O=C(Nc1ccc(F)cc1)c1cn(-c2ccccc2)nc1-c1ccncc1,-1,10,6,3.9,-1,-2,-11,2,-2
Cc1ccc(NC(=O)[C@H](NC(=O)[C@@H]2Cc3ccccc3CN2)c2ccccc2)cc1,2,-3,0,-1.0,-3,1,-5,1,-1
O=C(NCCO)c1cc2c([nH]c3ccccc32)c(-c2ccccc2)n1,-2,9,11,-1.9,-7,-2,-5,-1,-3
COc1cc2c(-c3cc(F)cc(F)c3)c(-c3ccsc3)oc(=O)c2cc1OC,3,-3,3,.,.,.,-2,5,.
CCc1ccc(N(C(=O)c2snc(C(N)=O)c2N)C(C(=O)NCC2CCCO2)c2ccco2)cc1 (configuration not stated),-1,2,2,1.5,2,1,-3,-5,-1
O=C(CC1C(=O)N(c2ccccc2)C(=S)N1c1ccccc1)c1ccccc1 (configuration not stated),0,-3,-4,1.3,4,1,2,1,1
O=C(CSc1ccc(-c2ccccc2)nn1)NC1CCCCC1,-5,0,-8,-2.2,3,0,5,7,3
CC(C)N1CCN(Cc2ccncc2)CC1CCO (configuration not stated),-4,1,-6,-0.1,6,2,3,-6,0
O=C(Cn1c(C(=O)NCC2CCCO2)cc2sccc21)c1ccccc1 (configuration not stated),0,2,6,2.0,-2,-1,4,6,0
CCC(C)NC(=S)N1CCN(C(c2ccccc2)c2ccccc2)CC1 (configuration not stated),-2,5,16,-3.9,3,3,2,-1,-3
O=C(O)CCC(=O)c1ccc2ccc3cccc4ccc1c2c34,0,13,14,-2.9,4,-1,-5,6,-1
CC1(OC(=O)C2CCCC2)C(=O)C=C2C=C(c3ccc(C#N)cc3)OC=C2C1=O (configuration not stated),5,11,27,-40*,24,10,-4,18,11
COCCCNC(=S)NNC(=S)NCCCOC,-2,1,-7,0.8,-1,0,-3,1,4
SMILES,PAD4 FP inh,Bcl-xL primary,MCL1-BIM inh,MEX-5 binding,GSTO1 counter,TPT1 inh,PME-1 primary,GLD-1 TGE inh,Fam108B counter
O=C(CN1CCc2ccccc21)NC(=O)NCc1ccccc1,-5,7,10,0.3,11,-1,2,-9,4
CCOC(=O)CNc1nc(C#N)nc(N2CCOCC2)n1,7,2,-1,0.7,4,-1,-3,0,0
Cc1ccccc1Nc1cc2ccccc2c(=O)[nH]1,59*,82*,81*,-22,74*,-17,16,50*,21*
CCc1sc(C(=O)Nc2ccsc2C(=O)OC)cc1Br,4,4,4,1.0,1,4,-1,12,-4
CCC(=O)c1c(NC(C)C)cc(C)oc1=O,0,5,6,-4.5,4,-1,-4,-2,1
Oc1ccc(-c2cnns2)c(O)c1,-4,18,14,-61*,15,0,2,19,2
CCN(CC)C(=O)CN(c1ccc(C)cc1)S(=O)(=O)c1ccc(SC)cc1,0,1,0,1.1,3,-3,3,0,-3
COc1ccc(/C=C2\SC(=S)N(CCC(=O)Nc3ccc(C(=O)O)cc3)C2=O)cc1OC,3,2,-4,-1.9,3,-1,0,-2,-1
CCc1ccccc1NC(=O)c1noc(C(C)C)c1[N+](=O)[O-],4,5,2,0.3,26,-2,-4,13,-4
COc1ccccc1OCCSc1nc2ccccc2c(=O)[nH]1,6,4,3,-0.9,-3,-1,0,-3,-2
O=c1[nH]c(CN2CCOCC2)nc2scc(-c3ccccc3)c12,5,-3,-6,1.4,-8,3,-5,-3,2
CN(CC(=O)Nc1ccccc1C(F)(F)F)C(=O)c1cc(-c2cccs2)nn1-c1ccccc1,-3,-6,-12,-1.0,-2,5,0,8,0
COc1ccc(N2CC(C(=O)OCC(=O)Nc3cc(C)on3)CC2=O)cc1 (configuration not stated),-4,0,2,1.1,0,-2,-1,8,-1
O=C(c1ccccc1)c1nn(-c2ccc(Cl)cc2)cc1C(=O)c1cc2ccccc2oc1=O,-1,4,4,-3.9,-5,2,-11,3,-11
CCNC(=O)NC(=O)COC(=O)c1cccc(NS(=O)(=O)/C=C/c2ccccc2)c1,-4,1,1,-1.4,8,1,11,1,-4
Cc1ccc(CN(Cc2ccco2)C(=S)Nc2ccccc2C)cc1,2,-4,-11,-1.3,7,1,2,-7,-3
Cn1c(=O)oc2cc(S(=O)(=O)NCCC(=O)NCCc3ccc(Cl)cc3)ccc21,4,2,0,1.9,15,-1,0,0,-1
C=CCN(C(=O)CNC(=O)c1ccco1)C(C(=O)NC1CCCCC1)c1ccccc1F (configuration not stated),-3,2,-2,0.5,3,-3,-5,-5,4
CCOc1cc(C2Nc3ccccc3C(=O)N2c2ccccc2)c(Br)cc1OCC(=O)O (configuration not stated),-1,4,9,-2.2,1,1,0,2,5
O=C(NC1CCCC1)C(c1ccncc1)N(C(=O)Cc1cccs1)c1ccccc1 (configuration not stated),-1,9,11,-4.2,7,-14,-4,9,2
CCn1cc(C(=O)OCC(=O)c2cc(C)n(-c3ccc(OC(F)F)cc3)c2C)c(=O)c2ccc(C)nc21,-1,1,-1,4.0,10,-2,1,2,0
O=C(COC(=O)C1COc2ccccc2O1)NC(=O)Nc1ccc2c(c1)OCCO2 (configuration not stated),2,-3,1,-0.8,0,-2,6,3,-2
CCC(ONc1ccccc1C(F)(F)F)(C(=O)NN(C)C)c1ccccc1 (configuration not stated),-11,-6,-7,.,.,.,1,-1,.
O=C(Nc1ccn(Cc2c(F)c(F)cc(F)c2F)n1)c1cccc(Cn2cc([N+](=O)[O-])cn2)c1,-6,1,-1,2.7,-7,0,-1,4,3
O=C(NS(=O)(=O)Oc1ccc(F)cc1F)OC[C@@H]1CCCN2CCCCC12 (some centres not stated),-2,0,4,0.9,3,2,0,10,4
Cc1cnc([N+](=O)[O-])n1CCOC(=O)NC(=O)c1ccc(C(F)(F)F)cc1,-5,0,1,0.2,8,2,-2,-5,-1

# A draw from above in order of molecular weight, lowest first.
SMILES,PAD4 FP inh,Bcl-xL primary,MCL1-BIM inh,MEX-5 binding,GSTO1 counter,TPT1 inh,PME-1 primary,GLD-1 TGE inh,Fam108B counter
Oc1ccc(-c2cnns2)c(O)c1,-4,18,14,-61*,15,0,2,19,2
Cc1ccccc1Nc1cc2ccccc2c(=O)[nH]1,59*,82*,81*,-22,74*,-17,16,50*,21*
CCc1ccccc1NC(=O)c1noc(C(C)C)c1[N+](=O)[O-],4,5,2,0.3,26,-2,-4,13,-4
O=c1[nH]c(CN2CCOCC2)nc2scc(-c3ccccc3)c12,5,-3,-6,1.4,-8,3,-5,-3,2
COc1ccccc1OCCSc1nc2ccccc2c(=O)[nH]1,6,4,3,-0.9,-3,-1,0,-3,-2
Cc1ccc(CN(Cc2ccco2)C(=S)Nc2ccccc2C)cc1,2,-4,-11,-1.3,7,1,2,-7,-3
COc1ccc(N2CC(C(=O)OCC(=O)Nc3cc(C)on3)CC2=O)cc1 (configuration not stated),-4,0,2,1.1,0,-2,-1,8,-1
CCc1sc(C(=O)Nc2ccsc2C(=O)OC)cc1Br,4,4,4,1.0,1,4,-1,12,-4
Cc1cnc([N+](=O)[O-])n1CCOC(=O)NC(=O)c1ccc(C(F)(F)F)cc1,-5,0,1,0.2,8,2,-2,-5,-1
O=C(NC1CCCC1)C(c1ccncc1)N(C(=O)Cc1cccs1)c1ccccc1 (configuration not stated),-1,9,11,-4.2,7,-14,-4,9,2
C=CCN(C(=O)CNC(=O)c1ccco1)C(C(=O)NC1CCCCC1)c1ccccc1F (configuration not stated),-3,2,-2,0.5,3,-3,-5,-5,4
O=C(c1ccccc1)c1nn(-c2ccc(Cl)cc2)cc1C(=O)c1cc2ccccc2oc1=O,-1,4,4,-3.9,-5,2,-11,3,-11
COc1ccc(/C=C2\SC(=S)N(CCC(=O)Nc3ccc(C(=O)O)cc3)C2=O)cc1OC,3,2,-4,-1.9,3,-1,0,-2,-1
CCOc1cc(C2Nc3ccccc3C(=O)N2c2ccccc2)c(Br)cc1OCC(=O)O (configuration not stated),-1,4,9,-2.2,1,1,0,2,5
CCn1cc(C(=O)OCC(=O)c2cc(C)n(-c3ccc(OC(F)F)cc3)c2C)c(=O)c2ccc(C)nc21,-1,1,-1,4.0,10,-2,1,2,0

# Not all compounds are listed; count on the stated rates, not on these rows.
